Assay outcomes from PubChem BioAssay.
Lipid droplet: modulators of hepatic lipid droplet formation; AML12 mouse hepatocytes, oleate lipid droplets, BODIPY imaging; inhibition, % at 6.5 µM; AID 1656; 0.4% of 240,000 active;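 active means lipid droplet intensity inhibited by at least 50%, with more than 500 cells counted; inconclusive means wells with under 300 cells, treated as cytotoxic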
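Material – AML12 mouse liver cells · Also added – oleate loading, 100 µM · Compound dosing – 6.5 µM single-point dosing · Times – overnight treatment with compound plus oleate · Measured by – fluorescence imaging, 20x objective, two fields per well · Read-out – percent inhibition of filter-corrected integrated lipid droplet intensity per well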
SV40 large T antigen: TAg ATPase/helicase activity blockers – biochemical (AID 1903) | SV40 large T antigen ATPase/helicase inhibition assay; higher % means a stronger effect | one-dose inhibition, % at 20 µM; IC50 in µM for titrated hits | 0.39% of 310,000 active; in the data active means a potency from the dose series; inconclusive means inhibition mostly from about 32% at the one dose, without a potency; inactive means the rest, 99 in 100 with inhibition below about 32%; further: strong numbers were not always called active
Rac1 GTP hydrolysis: MgcRacGAP GTPase-activating activity inhibitors, confirmation, biochemical, ADP Hunter fluorescence | MgcRacGAP-stimulated Rac1 GTP hydrolysis, ADP Hunter fluorescence; higher % means a stronger effect; GST-tagged Rac1 F28L mutant substrate | one-dose inhibition, % at 30 µM; IC50 in µM for titrated hits | 0.6% of 340,000 active;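 active means first-screen hits whose inhibition reached a set limit at any dose in the follow-up dose series; inconclusive means inhibition above the set first-screen limit but never retested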;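 further: fluorescence reports GDP produced by GAP-driven GTP hydrolysis; strong numbers were not always called active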
T cell HTS: modulates CD8 T cell binding to vesicles | 0.068% of 330,000 active | AID 2052 | calls only at 7 µM | 2C CD8+ T cell-vesicle binding, flow cytometry; active compounds read low;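 active means response, share of CD8 T cells binding vesicles, and their 90th percentile fluorescence all below set limits, cut at about 80% in these data, passing the limit was not always enough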
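Assay system: 2C TCR transgenic mouse naive CD8+ T cells, MACS-purified | Read-out: CD8+ gate FL2 mean fluorescence as % of same-row positive control | Signal: High-throughput flow cytometry with anti-B7-1 and anti-CD8 staining | Timing: Binding step 1.5 h, 37 °C, antibody labelling 20 min, ice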
NTR1 ag: agonists of NTR1, primary screen, imaging, U2OS cells, beta-arrestin-GFP, high content (AID 493036) | P30989 | NTR1-U2OS beta-arrestin-GFP spot imaging, agonist mode | activation, % at 20 µM | 0.17% of 330,000 active;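 active means activation at or above 40% of the spot to cytoplasm intensity ratio, with at least 20 cells analyzed; inconclusive means wells under 20 cells, flagged as cytotoxic or low count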;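 further: 0% = DMSO without peptide and 100% = 100 nM NTR1 peptide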
Target sequence (P30989 whole entry, looked up): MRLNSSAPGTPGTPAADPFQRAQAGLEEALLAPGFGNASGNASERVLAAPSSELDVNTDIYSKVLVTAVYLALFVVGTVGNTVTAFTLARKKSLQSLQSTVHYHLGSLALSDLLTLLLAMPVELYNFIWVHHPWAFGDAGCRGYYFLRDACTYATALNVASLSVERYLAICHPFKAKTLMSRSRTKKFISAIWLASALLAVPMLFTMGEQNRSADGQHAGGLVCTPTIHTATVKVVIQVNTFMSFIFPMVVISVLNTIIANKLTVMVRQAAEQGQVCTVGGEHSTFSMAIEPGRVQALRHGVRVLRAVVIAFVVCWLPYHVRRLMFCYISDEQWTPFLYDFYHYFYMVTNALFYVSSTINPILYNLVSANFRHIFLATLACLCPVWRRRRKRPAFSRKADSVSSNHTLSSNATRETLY
GPR55 activation: GPR55 agonists via beta-arrestin recruitment, primary screen, imaging, U2OS cells, beta-arrestin-GFP redistribution (AID 1961) | U2OS GPR55 beta-arrestin-GFP redistribution imaging; higher % means a stronger effect | activation, % at 10 µM, or EC50 in µM where a hit was titrated | 0.048% of 290,000 active;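 active means activation above 40% with more than 50 cells counted in the well; inconclusive means wells holding fewer than 50 cells, flagged as toxic or sparse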;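 further: U2OS osteosarcoma cells stably expressing GPR55 and beta-arrestin-GFP; plate controls were DMSO negative control for no effect and LPI positive control for full effect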
GPR35 arrestin U2OS: GPR35 antagonists blocking zaprinast-driven arrestin recruitment, primary screen, imaging, U2OS, beta-arrestin-GFP, zaprinast agonist (AID 2058) | U2OS GPR35 beta-arrestin-GFP translocation imaging, zaprinast antagonism; higher % means a stronger effect | inhibition, % at 10 µM; hits with a dose series show IC50 in µM | 0.052% of 290,000 active;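 active means inhibition of at least 50% with at least 30 cells and total cytoplasm GFP at most 10,000,000; inconclusive means under 30 cells or total GFP of 10,000,000 plus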
LYP phosphatase: inhibitors of LYP phosphatase, biochemical, fluorescence intensity, uHTS (AID 1779). 0.054% of 290,000 active. recombinant LYP phosphatase, fluorescence intensity; higher % means a stronger effect. inhibition, % at 11.5 µM; hits with a dose series show IC50 in µM; in the data active means inhibition above about 50%;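 further: plate controls were vehicle with enzyme for no effect and no enzyme for full effect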
GPR55 LPI antagonism: inhibition of LPI-stimulated GPR55 beta-arrestin translocation – imaging, U2OS, beta-arrestin-GFP, LPI agonist, primary screen (AID 2013); inhibition, % at 10 µM; hits with a dose series show IC50 in µM; 0.13% of 290,000 active; U2OS GPR55 beta-arrestin-GFP translocation imaging, LPI antagonism; higher % means a stronger effect;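 active means spots per cell inhibited over 60%, with over 100 cells counted and total cytoplasm intensity under 500,000; inconclusive means wells with under 100 cells, flagged as likely toxic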;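 further: U2OS cells stably carrying GPR55 and arrestin-GFP stimulated by 5 µM LPI near EC80; imaged beta-arrestin-GFP aggregate spots per cell after agonist stimulation; plate controls were LPI-stimulated DMSO wells for no effect and DMSO wells without LPI for full effect; some results filed as inactive read as strong as hits; confirmed hits need IC50 under 10 µM and bright autofluorescent wells are also inconclusive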
Lipid droplet cells 6.5 µM: second read-out of Lipid droplet, no call of its own (marks repeat the call); cell count; measured here: cell count, cytotoxicity flag;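 cells counted across two imaged fields per well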
T cell HTS vesicle-bound %: further read-out of T cell HTS, marked with its call; double positive events, %; measured here: CD8+ vesicle-bound cell fraction;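 binding gate set so that unloaded-vesicle control wells show 10% double positive cells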
NTR1 ag cell count 20 µM: recorded beside NTR1 ag, whose call it bears; cell count; measured here: cell count, cytotoxicity flag
The depositor's hits bear a star; i = inactive; u = inconclusive; x = no result given. Not a hit list; 1.8% or so of the library scored in one or more.

SMILES	Lipid droplet	Lipid droplet cells 6.5 µM	SV40 large T antigen	Rac1 GTP hydrolysis	T cell HTS	T cell HTS vesicle-bound %	NTR1 ag	NTR1 ag cell count 20 µM	GPR55 activation	GPR35 arrestin U2OS	LYP phosphatase	GPR55 LPI antagonism
O=C1N(c2ccccc2)C(c2ccc(Cl)cc2)N2CCCN12 (centres undefined)	14	637	11%	-9%	i	29	0.7	51	-0.2%	3%	-10%	-1%
Cn1c(N)c(C(=O)COC(=O)C2CCN(S(=O)(=O)c3cccs3)CC2)c(=O)n(C)c1=O	13	672	17%	9%	i	34	1.3	74	0.8%	-5%	-11%	5%
CCOC(=O)/C(O)=C/c1ncc(C(F)(F)F)cc1Cl	x	x	5%	6%	i	39	-0.6	53	-0.1%	16%	-5%	-8%
COCCn1c(C)cc(C2=NNC(=Nc3ccccc3F)SC2)c1C	x	x	4%	11%	i	27	0.2	78	-0.1%	-11%	-6%	-1%
C=CCn1c(-c2ccc(Cl)cc2)ccc(C#N)c1=O	x	x	22%	2%	i	12	2.1	53	0.2%	-22%	-4%	3%
CCOC(=O)c1oc2cc(OC(C)=O)ccc2c(=O)c1-c1ccc(OC)c(OC)c1	-18	646	17%	1%	i	39	0.7	56	-0.1%	-2%	-11%	-8%
COc1ccc2[nH]c(-c3ccccc3)cc2c1	11	765	20%	-10%	i	20	1.8	104	-0.1%	16%	-6%	2%
COc1ccc(S(=O)(=O)Nc2ccc3cn[nH]c3c2)cc1C	-15	694	27%	12%	i	52	0.9	90	-0.3%	0%	0%	0%
C=CCn1c(SCc2ccc(Br)cc2F)nc2cc(C(=O)O)ccc2c1=O	-3	761	24%	7%	i	37	0.1	35	0.5%	-5%	-7%	10%
Cc1ccc(C2(CCN)CCOC(C(C)C)C2)cc1 (centres undefined)	3	674	0%	0%	i	37	-0.8	42	0.0%	23%	2%	6%
COc1cccc(N=Nc2ccc3ccccc3c2O)c1	75*	769*	2%	10%	i	56	5.1	59	-0.3%	0%	-4%	11%
Cc1ccc(C)c(C2=NNC(=O)CC2)c1	x	x	13%	-6%	i	50	-1.2	52	x	x	x	x
O=[N+]([O-])c1ccc(/C=C/c2ccc3cccc([N+](=O)[O-])c3n2)cc1	18	579	3%	-4%	i	24	0.5	53	-0.3%	-8%	0%	-6%
CCOC(=O)c1[nH]c(CO)c(C(=O)OCC)c1C	21	728	3%	1%	i	22	0.0	92	0.2%	13%	-4%	3%
CCOC(=O)C(NS(=O)(=O)c1ccccc1)(C(F)(F)F)P(=O)(OC(C)C)OC(C)C (centres undefined)	0	791	1%	8%	i	38	0.0	43	-0.1%	-7%	-6%	-7%
COc1ccccc1N(C)S(=O)(=O)c1ccc(Cl)c(C(=O)NCCCN2CCOCC2)c1	-13	769	3%	3%	i	11	0.1	63	-0.1%	7%	-6%	0%
COc1ccc(CCC(C)Nc2ccc(F)c(F)c2)cc1 (centres undefined)	-22	648	0%	7%	i	31	-0.6	60	0.9%	11%	6%	6%
Cc1ccccc1-c1noc(-c2ccccc2C(=O)N2CCCC2)n1	x	x	11%	11%	i	11	0.1	49	-0.4%	1%	-8%	9%
CC(Oc1ccccc1)C(=O)N(CCC1=CCCCC1)c1c(N)n(Cc2ccccc2)c(=O)[nH]c1=O (centres undefined)	0	845	5%	3%	i	6	3.6	49	-0.1%	-14%	4%	4%
CCOc1ccc(C(c2c(NC(=O)c3ccccc3)sc(C)c2C)N2CCN(CCO)CC2)cc1 (centres undefined)	-6	549	4%	6%	i	45	8.8	49	0.2%	12%	-7%	10%
Cn1c(=NC(=O)COc2ccccc2)sc2cccc(F)c21	12	673	1%	8%	i	27	0.0	50	-0.1%	-3%	-6%	-6%
CN1CCN(C(=O)c2ccc(Cn3cc(Cl)cn3)o2)CC1	-2	872	3%	1%	i	22	1.6	48	0.3%	5%	-5%	4%
Cc1ccsc1C(=O)NC(C)c1ccc2c(c1)OCO2 (centres undefined)	-7	716	-1%	5%	i	51	0.6	90	-0.1%	-7%	-4%	-2%
COc1ccc(-n2ncc3c2CC(C)(C)CC3NC(=O)c2c(C)cc(=O)oc2C)cc1 (centres undefined)	-81	705	2%	4%	i	51	-1.4	54	0.2%	-12%	-7%	-25%
CCOC(=O)COc1ccccc1C(=O)c1cnn(-c2ccccc2)c1	x	x	5%	6%	i	25	-0.1	86	-0.1%	26%	-8%	5%
Later entries:
SMILES	Lipid droplet	Lipid droplet cells 6.5 µM	SV40 large T antigen	Rac1 GTP hydrolysis	T cell HTS	T cell HTS vesicle-bound %	NTR1 ag	NTR1 ag cell count 20 µM	GPR55 activation	GPR35 arrestin U2OS	LYP phosphatase	GPR55 LPI antagonism
CCc1ccc(C(=O)NNc2ccc(S(N)(=O)=O)cc2)cc1	6	642	10%	x	i	39	1.0	39	0.3%	-8%	-5%	12%
C=CCn1c(SCC(=O)c2[nH]c(C)c(C(=O)OC)c2C)nc2scc(-c3ccc(OC)c(OC)c3)c2c1=O	-2	517	2%	4%	i	41	x	x	-0.1%	-6%	-4%	6%
Cc1cc2ncc(-c3ncc(C(F)(F)F)cc3Cl)cn2n1	10	737	4%	3%	i	10	2.4	59	0.1%	-3%	-5%	16%
O=C(O)C1CCCN1C(=O)c1cncc(Br)c1 (centres undefined)	x	x	-4%	-5%	x	x	-0.2	47	-0.2%	3%	-3%	-6%
O=C(O)CCc1ccccc1OC(=O)c1ccccc1	-12	712	2%	-3%	i	40	-0.8	56	1.7%	-3%	2%	1%
Cc1ccccc1NC(=O)c1ocnc1C	13	707	5%	7%	i	16	-3.1	54	0.4%	0%	-2%	-1%
COc1ccc(NC(=O)c2cccnc2)c(OC)c1	x	x	7%	2%	i	26	1.2	59	-0.3%	0%	-6%	-9%
CNc1nc(N)nc(-c2cc(Cl)ccc2OC)n1	2	717	0%	4%	i	22	4.0	43	-0.1%	6%	-4%	8%
CCOC(=O)c1c(CN(C)C)n(C)c2ccc(OC(C)=O)cc12	x	x	11%	14%	i	36	-2.0	39	-0.2%	5%	-8%	-3%
CCN(Cc1ccncc1)Cc1c(O)ccc2cc(Br)ccc12	0	673	10%	x	x	x	0.7	94	-0.2%	2%	-6%	8%
Cc1cc(C)c(NC(=O)Nc2ccccc2)c(Cl)c1	18	705	4%	7%	i	39	-0.1	40	-0.2%	5%	-6%	4%
Cc1ccnc(NS(=O)(=O)c2ccc(C(C)(C)C)cc2)c1	6	692	2%	x	i	56	-0.8	32	-0.2%	-1%	-6%	-1%
C(=N\N=C\c1cccs1)/c1cccs1	-1	699	18%	4%	i	32	-0.5	60	-0.5%	3%	1%	-7%
S=c1[nH]nc(-c2ccco2)n1/N=C/c1ccc(Br)s1	x	x	38%	24%	i	35	6.3	76	-2.3%	12%	4%	4%
O=C(Cc1cccs1)NNC(=S)NC(=O)c1ccco1	-13	661	16%	5%	i	53	1.7	31	0.4%	-10%	2%	7%
O=C(Cn1ncc(N2CCCC2)c(Br)c1=O)c1ccc(Cl)cc1	1	740	6%	11%	i	24	2.8	53	-0.2%	16%	2%	1%
CN(C)S(=O)(=O)c1ccc(N2CCCC2)c(C(=O)Nc2nc(-c3cc(F)ccc3F)cs2)c1	14	650	-1%	-4%	i	47	2.9	43	1.0%	-9%	6%	-1%
COc1ccccc1OCC(=O)Nc1ccccc1C(=O)N1CCCC1	-27	782	6%	-2%	i	18	0.0	54	0.0%	-1%	-6%	10%
Cc1ccc(C(c2cc(Cl)c3cccnc3c2O)N2CCN(C)CC2)cc1 (centres undefined)	-9	791	u	9%	i	57	14	69	1.1%	-4%	4%	2%
CC(=O)c1ccc(N2CCc3ccccc3C2)c([N+](=O)[O-])c1	-44	753	17%	x	i	30	-0.2	52	-0.1%	3%	-3%	-5%
COc1ccccc1CNC(=O)c1ccc(Br)o1	-26	771	11%	10%	x	x	0.1	68	0.1%	9%	-4%	3%
COc1cccc(N2CCN(C(=O)CN3C(=O)NC(C)(c4ccc5ccccc5c4)C3=O)CC2)c1 (centres undefined)	x	x	11%	12%	i	39	-0.3	50	x	x	x	x
Cc1nc2scc(C)n2c(=O)c1S(=O)(=O)N1CCN(c2cccc(C(F)(F)F)c2)CC1	-2	831	-1%	0%	i	15	2.5	50	-0.2%	4%	-7%	-12%
CC[C@@]12C(=O)N(c3cccc(Br)c3)C(=O)N1[C@H](c1ccc(F)cc1)[C@@H]1C(=O)N(C3CCCCC3)C(=O)[C@@H]12	x	x	6%	0%	i	25	4.8	88	x	x	x	x
Cc1ccc(NC(=O)CSc2nc3c(c(=O)n(C)c(=O)n3C)n2C)cc1	-6	776	13%	5%	i	48	-1.2	44	-0.2%	2%	1%	9%
Continuation.
SMILES	Lipid droplet	Lipid droplet cells 6.5 µM	SV40 large T antigen	Rac1 GTP hydrolysis	T cell HTS	T cell HTS vesicle-bound %	NTR1 ag	NTR1 ag cell count 20 µM	GPR55 activation	GPR35 arrestin U2OS	LYP phosphatase	GPR55 LPI antagonism
Cc1ccc(Nc2ncnc3nc[nH]c23)cc1Cl	x	x	9%	6%	i	39	-3.6	57	-0.1%	14%	-7%	3%
COc1cc2c(=O)n(CC3CCCO3)c(=O)n(CC(=O)Nc3ccc(F)cc3F)c2cc1OC (centres undefined)	-8	683	10%	7%	i	39	-1.0	66	0.9%	-7%	-3%	8%
COC(=O)C1=C(C)N=c2s/c(=C3\C(=O)Nc4ccccc43)c(=O)n2C1c1ccccc1 (centres undefined)	60*	700*	12%	x	x	x	15	63	0.4%	-8%	-2%	5%
CCn1cc(C(=O)N[C@@H](CCSC)C(=O)NCCCO)c(=O)c2cc3c(cc21)OCO3	11	698	2%	7%	i	58	2.4	46	-0.1%	-1%	-4%	-15%
Cn1nc(-c2ccc(Cl)cc2)c2cc(C(=O)NCCN3CCOCC3)sc21	x	x	12%	15%	i	34	4.0	50	-0.1%	9%	-10%	-32%
COc1ccc2oc(C(=O)OC(C)C(=O)NC3(C#N)CCCCC3)c(C)c2c1 (centres undefined)	x	x	9%	13%	i	50	-0.5	61	x	x	x	x
